Assay outcomes: PubChem BioAssay, The Scripps Research Institute Molecular Screening Center
M1 ag – agonists of human M1 muscarinic receptor; P11229; CHO-K1 hM1, Fluo-8 calcium fluorescence, agonist mode; 0% DMSO, 100% acetylcholine EC100; activation, % at 3 µM; actives 0.33% (n = 360,000);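 active = activation above the run's mean compound activation plus 3 SD, cut at about 16% in these data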;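 note: peak over basal fluorescence ratio within a 140 s kinetic read after compound addition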
M4 antag – blocks acetylcholine activation of human M4 receptor; P08173; CHO-hM4 cells, ACh EC80, Fluo-8 calcium fluorescence; inhibition, % at 3 µM; actives 0.73% (n = 360,000); AID 624125;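 active = inhibition above its plate's cutoff, the mean inhibition of sample wells plus 3 SD, cut at about 27% in these data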;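 note: 0% = acetylcholine EC80 with DMSO and 100% = DMSO without agonist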
Target sequence (P08173 whole entry, looked up): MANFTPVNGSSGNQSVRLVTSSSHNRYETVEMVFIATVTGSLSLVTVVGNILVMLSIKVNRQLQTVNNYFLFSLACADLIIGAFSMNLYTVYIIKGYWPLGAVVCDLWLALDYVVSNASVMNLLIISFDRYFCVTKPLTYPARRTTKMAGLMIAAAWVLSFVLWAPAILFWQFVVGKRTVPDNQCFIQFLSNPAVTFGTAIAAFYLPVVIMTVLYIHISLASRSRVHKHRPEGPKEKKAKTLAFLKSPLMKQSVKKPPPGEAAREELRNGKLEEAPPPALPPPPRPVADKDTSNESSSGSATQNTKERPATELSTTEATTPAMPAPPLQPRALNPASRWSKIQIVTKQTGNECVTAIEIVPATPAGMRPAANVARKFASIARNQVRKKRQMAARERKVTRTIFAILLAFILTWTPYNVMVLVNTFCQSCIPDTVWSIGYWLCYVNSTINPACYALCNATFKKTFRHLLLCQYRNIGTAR
CHO-K1 Ca antag – counter-screen for M1 antagonists: effect in parental CHO-K1 cells | ATP-induced calcium, Fluo-8 fluorescence | inhibition, % at 3 µM | actives 0.6% (n = 360,000);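 active = inhibition above a per-plate cutoff, the plate's mean sample inhibition plus 3 SD, cut at about 24% in these data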;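 note: 0% = DMSO plus EC80 ATP and 100% = DMSO alone without ATP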
M4 ag – agonists of human muscarinic M4 receptor (CHRM4); P08173; CHO-K1 hM4/Gqi5, Fluo-8 calcium fluorescence; vehicle 0%, full acetylcholine response 100%; activation, % at 3 µM; actives 0.14% (n = 360,000); AID 624127;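 active = activation above the run mean over all test wells plus 3 SD, cut at about 32% in these data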;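 note: peak over basal fluorescence ratio per well then scaled between controls; 0% = DMSO wells and 100% = acetylcholine at EC100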
CHO parental Ca – counter-screen for OX1R antagonists: effect in parental CHO cells; inhibition, % at 5.6 µM; AID 463079; actives 0.63% (n = 330,000); parental CHO-K1, ATP-induced calcium, Fluo-8 fluorescence;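 active = inhibition above that plate's mean sample inhibition plus 3 SD, cut at about 26% in these data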;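 note: 0% = ATP-challenged DMSO wells and 100% = DMSO wells without ATP; some compounds past the cut are filed as inactive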
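test system = CHO parental line | reagent = ATP stimulus | measured by = intracellular calcium via Fluo-8 no-wash fluorescent dye | control set = ATP and no-ATP DMSO wells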
M1 PAM – human CHRM1 positive allosteric modulation | P11229 | CHO-K1 hM1, Fluo-8 calcium fluorescence, ACh EC20; 0% = ACh EC20, 100% = maximal ACh | activation, % at 3 µM | AID 588819 | actives 0.088% (n = 360,000); in the data active = activation above about 19%, passing the limit was not always enough
OXTR potentiator – potentiators of human oxytocin receptor. activation, % at 3 µM. AID 2445. CHO-OTR cells, Fluo-8 calcium fluorescence, potentiator mode; 0% = oxytocin EC15, 100% = EC100. P30559. actives 0.061% (n = 320,000);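 active = activation above that plate's cutoff, the mean activation of tested compounds plus 3 SD, cut at about 6.6% in these data, passing the limit was not always enough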;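 note: 100% uses oxytocin at 75 nM as the full agonist control; some results filed as inactive read as strong as hits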
Target sequence (P30559 whole entry, looked up): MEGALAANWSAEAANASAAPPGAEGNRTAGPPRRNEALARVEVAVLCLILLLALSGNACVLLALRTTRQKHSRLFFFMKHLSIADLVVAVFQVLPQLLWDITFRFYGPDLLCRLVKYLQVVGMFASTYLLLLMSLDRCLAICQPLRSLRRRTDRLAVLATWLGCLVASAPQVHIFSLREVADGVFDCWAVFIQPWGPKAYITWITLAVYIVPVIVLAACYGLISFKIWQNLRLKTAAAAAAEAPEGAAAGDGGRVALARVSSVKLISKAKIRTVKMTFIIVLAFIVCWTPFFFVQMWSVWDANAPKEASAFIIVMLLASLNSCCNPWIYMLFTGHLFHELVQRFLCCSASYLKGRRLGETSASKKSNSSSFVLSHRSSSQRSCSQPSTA
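Material: CHO-OTR cells, human receptor; compound dosing: single dose, 3.0 µM nominal final compound concentration; schedule: 6 min compound pre-incubation at room temperature, 100 s kinetic read; measured by: kinetic Fluo-8 calcium fluorescence; read-out basis: % activation vs EC15 and EC100 oxytocin; controls: EC15 oxytocin alone as 0%, 75 nM oxytocin as 100%; replicates: singlicate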
CHO-K1 Ca ag – nonselective activator or artifact in parental CHO-K1 cells. Fluo-8 calcium fluorescence; scaled to maximal ATP response, vehicle zero. activation, % at 3 µM. actives 0.48% (n = 360,000). AID 602248; in the data active = activation above about 15%;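 note: untransfected CHO-K1 host cells lacking M1 receptor as counterscreen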
CHRM1 antagonist – human CHRM1 antagonism; actives 1.3% (n = 360,000); inhibition, % at 3 µM; CHO-K1 hM1, Fluo-8 calcium fluorescence, ACh EC80 antagonist; P11229;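 active = percent inhibition above its own plate's cutoff, namely the mean of that plate's compound wells plus 3 SD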;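 note: peak over basal fluorescence ratio during 140 s after agonist addition; 0% = ACh EC80 plus DMSO and 100% = DMSO alone without agonist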
Numbers without * were called inactive; . = no result given. This is a random part of the collection. About 2.9% of those tested had a hit in this group.

Every second line gives: CHRM1 antagonist	M1 PAM	M4 antag	CHO parental Ca	M4 ag	M1 ag	CHO-K1 Ca antag	OXTR potentiator	CHO-K1 Ca ag
COc1ccc2nc(NCCNC(=S)NCCCN3CCOCC3)c(C#N)cc2c1
  -10	6	5	-23	0	-7	-13	-1	-1.0
Cc1ccc(/C=N/NC(=O)CSc2nc3ccccc3n2C)s1
  8	-1	2	-6	1	0	-9	-1	1.0
COC(=O)C1=C(C)NC(=O)NC1c1ccco1 (stereo not drawn)
  7	-6	-1	3	1	-5	17	-16	-0.4
O=C(CCN1CCCCO1)N1CCCC(Nc2ccc(F)c(F)c2)C1 (stereo not drawn)
  3	0	5	0	1	-4	-3	-2	2.2
N#Cc1c(C(F)(F)F)cc(C2CC2)[nH]c1=O
  -24	19	-6	11	1	1	9	-7	0.1
CC1CCCN(C(=O)c2ccc(COc3ccccc3Br)cc2)C1 (stereo not drawn)
  -29	0	9	-5	2	-3	-12	-21	1.7
COc1cc(CC(=O)Nc2ccc3c(c2)CCC3)cc(OC)c1OC
  -7	7	-3	-22	6	-4	-1	-10	7.0
Cc1ccc(C(=O)Nc2cccc(C(=O)N3CCOCC3)c2)cc1Cl
  -12	10	-6	-6	3	1	-7	-3	0.8
CC(=O)NC(c1ccccc1)c1nc(-c2cccc(CO)c2)cs1 (stereo not drawn)
  2	-2	-8	.	0	-2	3	.	-0.2
CN(C)c1ccc(-c2nn3c(C4CCCCC4)nnc3s2)cc1
  0	4	5	-10	-2	-6	30*	-8	-0.3
OCCOCCn1c(C(CO)Nc2nc(-c3ccc(F)cc3)cs2)nc2ccccc21 (stereo not drawn)
  -3	10	0	-8	1	-2	-15	-2	0.5
Cc1ccc(NC(=O)C2CCCN2S(=O)(=O)c2ccc3c(c2)n(C)c(=O)c(=O)n3C)cc1 (stereo not drawn)
  -15	11	-6	-7	0	-7	2	3	0.0
CCOC(=O)C1(Cc2cccc(F)c2)CCN(C2CCOCC2)CC1
  11	-10	6	-14	0	-10	10	-5	0.0
Cc1ccc(S(=O)(=O)N(C)c2ccc(OC(C)C(=O)N3CCCC3)cc2)cc1C (stereo not drawn)
  -12	11	-2	-23	2	-5	-4	-7	2.2
COCCNC(=O)C1CCCN(Cc2ccc(C)cc2)CC1 (stereo not drawn)
  13	-5	-3	.	1	-6	-5	.	0.1
Cc1cccc(C(=O)N[C@H](C(=O)NCCc2ccc(S(N)(=O)=O)cc2)C(C)C)c1
  3	-3	-2	-7	0	-11	-12	-7	0.2
Cc1cc(NC(=O)c2ccc(NC(=O)C(C)C)cc2)no1
  -5	-6	5	4	2	-2	13	0	0.1
COc1ccc(CN2C(=NC(=O)C3CCCCC3)SC3CS(=O)(=O)CC32)cc1 (stereo not drawn)
  2	-1	17	6	1	-2	-9	-5	-0.2
S=C1NC[C@H](CC2CCCCC2)N1CC1CCCCC1
  22	-13	-6	-17	3	-5	4	-13	-0.3
N/C(Cc1ccc([N+](=O)[O-])cc1)=N\OC(=O)C(c1ccccc1)c1ccccc1
  11	-10	17	6	4	-6	-25	-9	1.6
Cc1c(-c2ccc(OCCN3CCOCC3)cc2)c(=O)oc2ccc3ccccc3c12
  -4	3	-6	.	4	-1	-15	.	2.0
O=C(COc1ccc(-c2ccccc2)cc1)N/N=C/c1cccnc1
  8	-4	-6	-7	9	0	-18	-13	7.6
O=C(NCCOc1ccccc1)C1CCC(=O)N(CCN2CCOCC2)C1 (stereo not drawn)
  -1	3	-4	-15	1	-1	-19	-1	0.3
O=C1CC(c2ccccc2)CC(=O)C1=CN1CCCC1 (stereo not drawn)
  -5	8	9	-17	0	-2	-3	-12	2.3
Cc1ccccc1NC(=O)N(C(C)C)C(C)C
  -5	6	6	-8	1	-3	2	-10	2.2
CCCCn1c(=O)[nH]c(=O)c2c(C(=O)OCC)cc(-c3cccs3)nc21
  -17	12	1	-16	1	-1	-9	-7	0.5
Cc1ccc(C(=O)C[n+]2ccccc2C)cc1[N+](=O)[O-]
  -12	5	-18	-5	0	-9	2	-9	0.1
CCOc1cccc(-c2nnc(SCC(=O)Nc3cc(OC)cc(OC)c3)n2N)c1
  -8	2	-24	-1	2	-5	-8	-3	0.4
O=[N+]([O-])c1ccc2nc(NCCCO)nc(-c3ccccc3)c2c1
  -12	7	2	-30	1	-5	1	-1	0.2
COc1cc(CN2CC(=O)N(c3ccccc3Cl)C2=S)cc(OC)c1OC
  34*	-17	11	1	27	2	13	-23	19*
COc1ccccc1C(=O)N1CCN(C(=O)Cc2ccccc2)CC1
  -2	3	1	-4	0	-3	-10	-10	1.8
N#C/C(=C/c1ccc(C(=O)O)cc1)C(=O)Nc1ccccc1
  -1	0	-12	8	0	-4	14	-5	-0.3
CN(C)C(=O)C1CC(=O)OC12CCCCC2 (stereo not drawn)
  -7	10	-2	-4	1	1	-5	2	0.3
Cc1c(NC(=O)CSc2nncc3ccccc23)c(=O)n(-c2ccccc2)n1C
  -3	2	11	-3	0	-5	3	-12	0.0
O=C1CCCc2oc3ccc(O)cc3c21
  -9	10	-1	4	1	-4	-7	-2	-0.1
CCOc1cc(NC(=O)C2CC2)c(OCC)cc1NC(=O)c1cc(OC)c(OC)c(OC)c1
  -4	5	-26	-13	2	-3	-12	2	0.5
O=C(c1ccc(C(F)(F)F)cc1)C1CCCN(Cc2cccn2-c2ncccn2)C1 (stereo not drawn)
  12	-3	-5	-25	2	-6	-5	-2	0.1
C#CCOCCOCCOCCNc1nc(N2CCN(C(=O)[C@H](CCC(=O)O)n3cc(CN)nn3)CC2)nc(N2CCN(C(=O)[C@H](CCC(=O)O)n3cc(CN)nn3)CC2)n1
  -13	7	-3	-5	0	-1	-14	-1	0.5
O/N=C1\CC/C(=N\O)c2nn(-c3ccccc3Cl)nc21
  -9	1	5	11	1	0	-1	1	-0.2
O=C(Cc1ccccc1)Nc1ccc(NC(=O)c2cccs2)c(Cl)c1
  -10	9	-2	-3	2	-4	-5	-10	1.2
CCCCCCC(=O)Oc1cccc(N2C(=O)C3CCCCC3C2=O)c1 (stereo not drawn)
  8	-7	-7	3	1	-6	1	-12	0.6
CCc1ccc(CN2C(=O)CCC2(C)C(=O)NC2CCCC2)cc1 (stereo not drawn)
  -3	3	5	-8	0	-3	-2	-2	0.1
O=C(NNc1nc2ccccc2s1)Nc1ccc(Cl)c(Cl)c1
  -7	7	6	6	1	-5	2	-15	0.2
O=C(NC(=S)Nc1ccc2nc[nH]c2c1)c1ccccc1
  0	4	-12	-4	0	-1	4	-2	0.1
CCOC(=O)c1nnn(-c2nonc2N)c1CNC(C)C
  -14	12	9	0	0	-6	-15	-2	0.5
COc1ccc([N+](=O)[O-])cc1C1NN=C(c2ccccc2O)S1 (stereo not drawn)
  -12	5	3	-8	2	-2	-4	-12	0.6
Cc1ccc(S(=O)(=O)NCC(=O)N(CC2CCCO2)C(C(=O)NC2CCCC2)C(C)C)cc1 (stereo not drawn)
  -10	8	1	-16	1	-5	-13	-2	0.5
COc1ccc(NC(=O)CCC(=O)OCc2ccc(Br)cc2)cc1
  -7	3	4	-19	1	-7	4	-3	0.7
COc1cccc(CSc2nnc(C(F)(F)F)n2Cc2ccc(F)cc2)c1
  22	-9	-3	-20	-1	-6	-4	-10	-0.5
O=C1N=C(N2CCCC2)S/C1=C\C=C\c1ccccc1
  14	-6	19	-15	16	-1	0	-1	4.6

Rewritten as labelled records: 3 of the compounds above
> CCOC(=O)c1nnn(-c2nonc2N)c1CNC(C)C
  CHRM1 antagonist: -14; M1 PAM: 12; M4 antag: 9; CHO parental Ca: 0; M4 ag: 0; M1 ag: -6; CHO-K1 Ca antag: -15; OXTR potentiator: -2; CHO-K1 Ca ag: 0.5

> COc1ccc([N+](=O)[O-])cc1C1NN=C(c2ccccc2O)S1 (stereo not drawn)
  CHRM1 antagonist: -12; M1 PAM: 5; M4 antag: 3; CHO parental Ca: -8; M4 ag: 2; M1 ag: -2; CHO-K1 Ca antag: -4; OXTR potentiator: -12; CHO-K1 Ca ag: 0.6

> Cc1ccc(S(=O)(=O)NCC(=O)N(CC2CCCO2)C(C(=O)NC2CCCC2)C(C)C)cc1 (stereo not drawn)
  CHRM1 antagonist: -10; M1 PAM: 8; M4 antag: 1; CHO parental Ca: -16; M4 ag: 1; M1 ag: -5; CHO-K1 Ca antag: -13; OXTR potentiator: -2; CHO-K1 Ca ag: 0.5

(further entries)
Every second line gives: CHRM1 antagonist	M1 PAM	M4 antag	CHO parental Ca	M4 ag	M1 ag	CHO-K1 Ca antag	OXTR potentiator	CHO-K1 Ca ag
CCCCn1c(C(C)NC(=O)CC)nc2ccccc21 (stereo not drawn)
  -17	8	-15	-14	1	-5	-4	0	0.6
Cc1c(C(=O)NN)sc(=S)n1C
  -1	5	-5	1	2	2	1	-7	1.9
COc1cccc(C(O)c2nc(-c3ccc(F)c(Cl)c3)cs2)c1 (stereo not drawn)
  -7	7	-15	.	2	-2	14	.	0.4
COc1ccc(NC(=O)c2oc3ccc(S(=O)(=O)N4CCC5(CC4)OCCO5)cc3c2C)cc1
  34*	-22	26	-5	32*	3	7	-7	13
CN1CCN(C(=S)c2cn(Cc3ccc(Br)cc3)c3ccccc23)CC1
  7	15	0	-20	5	4	-11	-13	0.5
CCCc1ccc(OCc2ccc(C(=O)N3CCN(c4ccccn4)CC3)o2)c(OC)c1
  16	-14	12	13	21	0	-6	-11	12
COC(=O)C(Sc1ccc(Cl)cc1)C1SC(=S)N(Cc2ccccc2)C1=O (stereo not drawn)
  -4	5	7	.	4	-3	-1	.	3.4
O=C1CCc2cc(NS(=O)(=O)c3ccc(F)cc3)cc3c2N1CC3
  0	19	-5	14	3	12	7	-16	0.1
COc1ccc(CCNC(=O)Cn2cnc3c2c(=O)n(C)c(=O)n3C)cc1OC
  -10	5	-6	-7	0	-2	-2	-1	-0.5
CCOC(=O)c1c(C)nc2sc3c(=O)n(-c4ccc(OC)cc4)nnc3c2c1-c1ccc(OC)cc1
  9	-1	-16	-16	-3	-2	11	-12	-0.1
COC(=O)CCn1[nH]c(=O)c2ccccc2c1=O
  -7	6	-9	6	0	-6	5	-5	0.1
O=C(CCC(C(=O)c1ccccc1)c1ccccc1)c1ccccc1 (stereo not drawn)
  -8	-4	-5	.	0	1	-7	.	-0.1
CCOc1cc(CNS(=O)(=O)c2cn(C)cn2)cc(OCC)c1OCC
  -12	12	2	-9	2	-4	-21	-5	1.1
CCOCCCNC(=S)N1CCCN(c2nc3c(C)c(C)ccc3cc2C#N)CC1
  2	-3	10	.	4	-13	5	.	8.2
CCN(CC)CCCNC(=O)Cc1c(C(=O)O)n(C)c2ccccc12
  -26	3	-3	-6	1	-1	-11	-6	0.3
O=C(CSCc1ccc(Cl)c(Cl)c1)Nc1c[nH]c(=O)[nH]c1=O
  2	-2	5	15	1	-7	-10	-6	0.2
COc1ccc2ccccc2c1CN1CCN(C(=O)c2ccco2)CC1
  -14	6	-13	-19	2	-4	-9	-5	2.6
COc1ccc(C(=O)NCCS(=O)(=O)N(C)Cc2ccccc2)cc1
  3	-2	-2	-13	2	-4	-2	0	0.2
COc1cccc(CNC(=O)CC(NC(C)=O)c2ccccc2)c1 (stereo not drawn)
  3	4	-1	6	0	-4	-13	-6	0.5
